Pf growth 96h – inhibits malaria parasite growth, 96 h. P. falciparum luciferase reporter growth, 96 h. Potency, µM (top dose mostly 28.7 µM), for inactives: top-dose activity change, negative = inhibition, actives largely listed as inhibitors. 320,000 compounds, 6.9% hits. AID 504834; note: potency is the fitted concentration of half-maximal effect; % is set by controls: 0 for no effect and ±100 for the full control effect
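Delayed-death screen, second-generation endpoint: infected erythrocytes, 2% hematocrit, 0.05% parasitemia final; 96 hours at 37 C, 5% CO2; luciferase detection reagent; luminescence decrease equals reduced growth.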
Shiga inhibitor – inhibitors of Shiga toxin in Vero cells. Vero cells, Shiga toxin protein synthesis inhibition reporter. inhibition, % at 38.7 µM. 290,000 compounds, 9.2% hits. AID 2315; in the data active = inhibition mostly above about 28%, no sharp cut-off; inactive = mostly below about 43%; note: 0% is about no effect
Pf growth 48h – inhibits P. falciparum growth in the first generation, 48 h | P. falciparum luciferase growth in erythrocytes, 48 h | Potency, µM (doses to about 28.7 µM), without a hit: at the top dose activity change, negative = inhibition, most hits filed as inhibitors | 310,000 compounds, 5.9% hits | AID 504832; note: potency is the fitted concentration of half-maximal effect; % is set by controls: 0 for no effect and ±100 for the full control effect
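Read-out is firefly luciferase luminescence from an integrated reporter in P. falciparum, so falling signal marks reduced parasite growth. Infected erythrocytes were at 2% hematocrit and 0.1% parasitemia (final) in Albumax-supplemented RPMI 1640.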
CHX counter – counter-screen hit for Shiga toxin inhibitors, cycloheximide; max response, %; cell reporter, cycloheximide protein synthesis inhibition counterscreen; 300,000 compounds, 12% hits; in the data active = max response mostly above about 13%, no sharp cut-off; inactive = mostly below about 14%; note: read at 38.3 µM for the half of the compounds with a filed dose; 0% is about no effect
FBPA Giardia inh – blocks Giardia fructose-bisphosphate aldolase activity. A8B2U2. purified Giardia FBPA. Potency, µM (top dose mostly 59.6 µM), inactives show at the highest dose activity, negative = inhibition, most hits filed as inhibitors. 290,000 compounds, 0.71% hits; note: potency is the fitted concentration of half-maximal effect; % is set by controls: 0 for no effect and ±100 for the full control effect; nearly all actives have a fitted effect of over 55% in size
Target sequence (A8B2U2 whole entry, looked up): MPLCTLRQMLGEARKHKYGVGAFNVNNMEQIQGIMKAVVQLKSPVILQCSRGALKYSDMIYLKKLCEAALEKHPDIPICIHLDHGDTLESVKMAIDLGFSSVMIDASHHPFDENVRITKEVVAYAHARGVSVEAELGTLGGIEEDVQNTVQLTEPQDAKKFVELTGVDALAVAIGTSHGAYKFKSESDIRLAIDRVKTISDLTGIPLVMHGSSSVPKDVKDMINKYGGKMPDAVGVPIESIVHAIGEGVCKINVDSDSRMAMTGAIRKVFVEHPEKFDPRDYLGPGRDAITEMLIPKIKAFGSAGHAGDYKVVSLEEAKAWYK
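40 nM FBPA preincubated 10 min at RT with compound (up to 57.5 uM final), then substrate plus GAPDH/TPI/NAD/arsenate coupling and diaphorase/resazurin added. Fluorescence read after 20 min at RT, 525/598 nm.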
Sm TGR inh – blocks Schistosoma mansoni thioredoxin glutathione reductase; AID 485364; purified TGR, DTNB reduction, TNB absorbance 405 nm; 360,000 compounds, 3% hits; Potency, µM (titrated, usually from 114 µM), inactives show top-dose activity change, negative = inhibition, most hits filed as inhibitors; Q962Y6; note: potency is the fitted concentration of half-maximal effect; % is set by controls: 0 for no effect and ±100 for the full control effect; nearly all actives have a fitted effect of over 60% in size
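First, TGR (20 nM dispensed) and NADPH were mixed with compound. Second, a 15 min room-temperature incubation followed. Third, further NADPH and then DTNB were added to start the reaction. Finally, TNB absorbance was monitored kinetically.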
* marks the source's active call; other numbers are inactive results; ? = inconclusive; / = not tested or not shown; ! = not active in a repeat; [ ] = dose if it differs, or a comment. Unless noted, calls come from the whole dose curve; as a rule, active = well fitted curve in the direction sought with a large enough effect; inconclusive = small, poorly fitted or top-dose-only effect, or another doubt; inactive = no such curve, though single readings can be large; an effect the other way counts as inactive or inconclusive.

Every second line gives: Pf growth 48h	CHX counter	Pf growth 96h	Shiga inhibitor	Sm TGR inh	FBPA Giardia inh
> Cc1oc2c(CN3CCCC3)c(O)ccc2c(=O)c1-c1ccc(Br)cc1
 : 9.3µM*	-2	?	-11	-3%	7%
> CS(=O)c1ccccc1-c1nc(-c2cccc(Cl)c2)no1 (stereo not drawn)
 : 368%[activator]	53*	74%[activator]	36	6%	0%
> COc1cccc(C(=O)NC(=S)Nc2nnn(C)n2)c1
 : 6%	18	20%	21	?	1.6µM*
> NC(=S)Cc1ccc(Cl)cc1Cl
 : -3%	1	13%	12	5%	-2%
> COc1ccc(S(=O)(=O)N2CCC(C(=O)N3CCc4ccccc4C3)CC2)cc1C
 : -23%	-3	?	-10	2%	1%
> COc1ccc(CC(=O)Nc2nnc(CC(C)C)s2)cc1S(=O)(=O)N1CCOCC1
 : ?	/	?	/	-2%	/
> Cc1ccc(CNC(=O)CNC(=S)N(Cc2ccccc2)Cc2ccccc2F)cc1
 : ?	10	?	20	9%	-4%
> CN(CCOC(=O)c1ccco1)Cc1ccccc1
 : /	1	?	-5	0%	-21%
> COc1ccccc1NS(=O)(=O)c1ccc2c(c1)CCN2C(=O)CCC(=O)O
 : -20%[0.00184 µM]	2	?	25	5%	9%
> C=CCN1C=CC(=C/C=C(/C#N)C(=O)OCC)C=C1
 : 444%[activator]	34*	/	47	2%	-15%
> O=C(Nc1cccc2ccccc12)c1ccccc1NS(=O)(=O)c1cccc2cccnc12
 : -5%	1	12%	-6	2%	8%
> CN1CCN(C(=O)c2cnn(-c3ccccc3)c2NC(=O)c2ccccc2Br)CC1
 : 10%	-2	4%	-6	0%	6%
> CC(c1ccccc1)n1c(NCCCn2ccnc2)nc2c1c(=O)[nH]c(=O)n2C (stereo not drawn)
 : ?	-2	/	-22	-7%	0%
> CC(=O)N1CCN(Cc2nc3cc(NC(=O)c4ccc(Cl)cc4)ccc3n2C)CC1
 : /	10	-23%	-5	0%	-2%
> Cc1ccc(C2NC(=S)NC3=C2N2CCC3CC2)cc1 (stereo not drawn)
 : 18%	-2	140%[activator]	-14	0%	/
> Cc1cc(-c2csc(N)n2)c(C)n1C
 : /	6	10µM*	24	?	?
> CC(Oc1ccccc1)C(=O)Nc1cc(Cl)ccc1-n1cncn1 (stereo not drawn)
 : 3.7µM*	/	2.3µM*	/	6%	/
> COC(C)(C)CCCC(C)C/C=C/C(C)=C/C(=O)OC(C)C (stereo not drawn)
 : ?	/	15µM*!	/	-13%	-1%
> CC(=O)Nc1cccc(OCC(=O)Nc2ccc(F)cc2)c1
 : 39%[activator]	15*	28%	-32	2%	1%
> CC1(C)CC(=O)N(c2ccccc2)C1(C)O (stereo not drawn)
 : 3%	-4	1%	31	-5%	4%

Pulled by compound from above (two):
Every second line gives: Pf growth 48h	CHX counter	Pf growth 96h	Shiga inhibitor	Sm TGR inh	FBPA Giardia inh
> COc1ccc(S(=O)(=O)N2CCC(C(=O)N3CCc4ccccc4C3)CC2)cc1C
 : -23%	-3	?	-10	2%	1%
> COC(C)(C)CCCC(C)C/C=C/C(C)=C/C(=O)OC(C)C (stereo not drawn)
 : ?	/	15µM*!	/	-13%	-1%

(cont.)
Every second line gives: Pf growth 48h	CHX counter	Pf growth 96h	Shiga inhibitor	Sm TGR inh	FBPA Giardia inh
> CC(=C/c1ccccc1)/C=N/n1cnnc1
 : 50%[activator]	-2	44%[activator]	-17	10%	/
> C=C1CSc2nc(=O)c3c4c(sc3n21)CCCC4
 : /	-3	2%	-13	7%[11.4 µM]	-12%
> CCc1ccc(C2=C/C(=C/c3cccnc3)C(=O)O2)cc1
 : 30%[activator]	1	-58%	1	-18%	2%
> CCCc1cc(=O)[nH]c(SCC(=O)NC)n1
 : 32%[activator]	-2	41%[activator]	40	25%	-8%
> COc1ccc(N2C(=O)C3NN=C(C(=O)OCc4ccccc4)C3C2=O)cc1 (stereo not drawn)
 : -4%	-3	16%	-4	0%	1%
> Cc1cc(OCC(=O)NCC2CCC(C(=O)O)CC2)c2c(C)cc(=O)oc2c1 (stereo not drawn)
 : 4%	-5	89%[activator]	-8	2%	19%
> CC1CN=C(NC(C)c2ccccc2)S1 (stereo not drawn)
 : ?	9	17%	3	/	-12%
> O=S(=O)([O-])CCC[N+]1(CC#Cc2ccccc2)CCCCC1
 : 8%	-5	0%	26	3%	5%
> COC(=O)c1cc(-c2ccc(OC)cc2)nc2nc(SC)[nH]c(=O)c12
 : -10%	-2	-11%	-7	33%	?
> COc1ccccc1OCCNC(=O)CCNC(=O)c1ccccc1OC
 : -9%	/	-26%	/	-5%	/
> CC(=O)Oc1ccc(-c2csc(Nc3ccc(S(N)(=O)=O)cc3)n2)cc1
 : -7%	13	12%	26	-14%	5%
> CCCCn1c(SCC(=O)Nc2cc(C(F)(F)F)cc(C(F)(F)F)c2)nnc1C(CC)N(C)C (stereo not drawn)
 : ?	2	?	-2	-3%	0%
> CC(=O)c1cc(-c2ccccc2)n(CC(=O)NC2CCCC2)c1C
 : ?	-3	-19%	-21	1%	3%
> O=C(CSc1cn[nH]n1)Nc1nc2ccccc2s1
 : 47%[activator]	27*	4%	53*	-3%	8%
> CC(C)c1ccc(C(=O)NCCCc2ccccc2)cc1
 : /	47*	-30%	61*	-11%	-21%
> O=S(=O)(CCc1ccccc1)/N=C/c1cccs1
 : 31%[activator]	-5	-8%	-6	-2%	9%
> CCOC(=O)CC(=O)CSc1nc2cc(C)ccc2cc1C
 : ?	5	13µM*	25	-4%	9%
> O=S(=O)(NCCc1ccccc1)c1cccc2nsnc12
 : /	6	1%	-8	-1%	-3%
> S=C(NCc1ccc(Cl)c(Cl)c1)Nc1ccc2c(c1)OCO2
 : 12%	-2	17%	-10	-12%	-2%
> CCCN1Cc2cccc(C(=O)NCc3ccccc3)c2C1=O
 : 4%	15	/	-23	-4%	-1%
> O=C(NCCc1ccccc1)c1cccc(Br)c1
 : 146%[activator]	39*	12%	79*	6%	-10%
> Cc1ccccc1NC1C=CS(=O)(=O)C1 (stereo not drawn)
 : 0%	-2	24%	-5	-4%	4%
> COc1ccc(-c2nn(CCC(=O)O)cc2/C=C2\SC(N)=NC2=O)cc1
 : 10%	-1	?	-17	0%	1%
> COc1ccc(COc2ncnc3ccc(Br)cc23)cc1F
 : -13%	19*	-4%	24	4%	-17%
> CN(C(=O)c1ccc(NC(=O)Cc2cccc(NC(=O)C3CCN(C(=O)CCc4ccccc4)CC3)c2)cc1)C1CCCC1
 : 9.3µM*	/	1.9µM*	/	-2%	/
> CC(C)CCNC(=O)c1c[nH]c2ccc(S(=O)(=O)N3CCC4(CC3)OCCO4)cc2c1=O
 : ?	-4	1%	-4	-5%	1%
> Cc1ccc(N2C(=O)/C(=C/c3cccnc3)SC2=S)cc1
 : 10%	6	-29%	2	-9%	1%
> COc1ccc(-n2cc(CNCCCn3ccnc3)c(-c3cccc(F)c3)n2)cc1
 : 1.5µM*	1	-13%	5	-14%	5%
> COc1ccc(-c2c(-c3cc(OC)cc(OC)c3)n(C)c3ccc(-c4cc(F)cc(OC)c4)cc23)cc1
 : 0%	/	?	/	-15%	/
> CC(C)[C@H](NC(=O)[C@@H]1Cc2ccccc2CN1)C(=O)NC1CCCCC1
 : -5%	7	14%	-6	1%	-21%
> Cc1oc(C(C)(C)C)cc1C(=O)N1CCN(c2ccc(C(F)(F)F)cn2)CC1
 : ?	-2	?	21	-7%	-6%
> Cc1ccc(S(=O)(=O)NN2C(=O)/C(=C/c3cccn3C)SC2=S)cc1
 : 13%	-2	51%[activator]	-15	-12%	-15%
> O=CN1CCN(S(=O)(=O)c2ccc(Cl)c(C(=O)O)c2)CC1
 : 67%[activator]	-2	19%	-9	1%	-11%
> CC(/C=C/c1ccccc1)=N\NC(=O)c1ccc2c(c1)OCCO2
 : -2%	50*	?	48*	6%	3%
> CCc1nnc(NC(=O)c2c(-c3ccccc3)noc2C)s1
 : 12%	-5	0%	-4	-16%	/
> COc1ccc(C(=O)C2CCN(CC(=O)Nc3cc(C)cc(C)c3)CC2)cc1
 : 2%	-3	-9%	-3	0%	-1%
> CCc1noc(C)c1C(=O)Nc1nc(-c2cc(OC)ccc2OC)cs1
 : ?	/	?	/	-1%	/
> CC(C)c1nnc(NC(=O)CCC(=O)N2CCN(C3c4ccccc4-c4ccccc43)CC2)s1
 : 5%	-2	-3%	-5	-6%	6%
> Cc1[nH]c2ccccc2c1C(C[N+](=O)[O-])c1cccs1 (stereo not drawn)
 : ?	1	?	-4	-1%	-11%
> Cc1ccc(SCC(=O)Nc2nnc(C(C)(C)C)s2)cc1
 : -15%	0	44%[activator]	/	-1%	8%
> COc1ccc(-c2ccc3c(c2)S(=O)(=O)c2cccc(C(=O)O)c2C3=O)cc1OC
 : -20%	/	39%[activator]	/	-1%	/
> O=C(NCc1cccnc1)c1ccc(Cn2c(=S)[nH]c3ccc(Br)cc3c2=O)cc1
 : ?	10	?	13	-8%	-2%
> CC(C(=O)Nc1ncn[nH]1)N1C(=O)c2ccccc2C1=O (stereo not drawn)
 : -4%	-3	-13%	-3	-5%	1%
> CCOC(=O)CCSCC(=O)N1N=C(c2cccs2)CC1c1ccc(C)cc1 (stereo not drawn)
 : -6%	0	?	-9	-3%	3%
> CC(C)C(c1nnnn1C1CCCC1)N1CCN(c2ccccc2F)CC1 (stereo not drawn)
 : 8%	2	-8%[5.75 µM]	42	13%	0%
> CC12CCC(=O)N1C(C(=O)Nc1cc(C(F)(F)F)ccc1N1CCCCC1)CS2 (stereo not drawn)
 : 9.3µM*	/	?	/	3%	/
> Cc1nccc(-c2sc(-c3cccs3)nc2C)n1
 : 64%[activator]	36*	61%[activator]	58*	6%	2%
> CN(C)CCOc1ccccc1C(C)(C)C
 : /	7	1%	-11	-10%	-28%
> COc1ccccc1NC(=O)COc1ccc(/C=N/NC(=O)CSCc2cc(C)cc(C)c2)cc1
 : 4%	-6	?	-17	0%	10%
> COc1cc(OC)cc(C(=O)OCC(=O)NCc2ccco2)c1
 : 7%	/	22%	/	?	/
> O=C(OCc1ccccc1)c1cccc(-c2nnn(Cc3ccccc3)n2)c1
 : 154%[activator]	12	/	81	-1%	0%
> COc1ncnc(OC)c1NC(=O)c1ccc(F)cc1
 : 21%	-2	59%[activator]	-7	20%	0%[12.9 µM]
> COC(=O)c1cc(S(=O)(=O)N2CCCC(C)C2)cn1C (stereo not drawn)
 : ?	-1	68%[activator]	1	0%	/
> CCC(CC)C(=O)Nc1nnc(SCC(=O)NC2CCCCC2)s1
 : -10%	-8	6%	-4	13%	0%
> O=C(CSc1ccc(-c2cccc([N+](=O)[O-])c2)nn1)NC1CCCC1
 : -21%	8	?	8	6%	3%
> Cc1cc(Cl)c2oc(C(=O)N3CCN(C(=O)c4ccco4)CC3)c(C)c2c1
 : ?	38*	6%	65*	?	5%
> Cc1nc(N2CCN(C)CC2)c2c(C)c(C(=O)Nc3ccc(F)cc3)sc2n1
 : /	-1	/	-3	-8%	1%

Bioassay records: PubChem BioAssay, National Center for Advancing Translational Sciences (NCATS)
